High-throughput results (PubChem)
MrgX1 allo act: human MrgX1 positive allosteric modulation, primary screen; Q96LB2; MrgX1-HEK293, Fluo-4 calcium flux, FDSS; stronger effect = higher value; B-score at 10 µM; 310,000 compounds, 0.63% hits; AID 588675;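 active = plate-corrected calcium response at least 3 library SD above typical, normal starting fluorescence, not activating the receptor alone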;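 note: compound read alongside a low EC10 to EC30 dose of BAM8-22 agonist; peak minus trough fluorescence over baseline measured at the second addition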
Target sequence (Q96LB2 whole entry, looked up): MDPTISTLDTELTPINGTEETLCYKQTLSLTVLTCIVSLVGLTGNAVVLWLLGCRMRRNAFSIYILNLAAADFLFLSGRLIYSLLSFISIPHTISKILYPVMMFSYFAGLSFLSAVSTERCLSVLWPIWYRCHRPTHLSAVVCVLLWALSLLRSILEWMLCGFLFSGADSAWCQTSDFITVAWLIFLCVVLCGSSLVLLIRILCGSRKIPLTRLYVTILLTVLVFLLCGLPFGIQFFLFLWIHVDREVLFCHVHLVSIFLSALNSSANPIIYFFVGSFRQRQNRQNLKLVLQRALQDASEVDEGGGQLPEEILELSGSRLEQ
TRPC4 PAM: TRPC4 (mouse) allosteric potentiation | Q9QUQ5 | HEK293 TRPC4beta/mu-opioid, DAMGO EC20, Fluo-4 Ca2+ flux; stronger effect = higher value | B-score at 10 µM | 310,000 compounds, 0.42% hits;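 active = B-score of calcium response area above 5 SD of library B-scores, with initial fluorescence ratio within 5 SD of library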;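 note: B-score of integrated fluorescence ratio over time as area under calcium response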
ANO1 activ: mouse TMEM16A channel activation, primary screen; Q8BHY3; HEK293 TMEM16A/YFP-H148Q/I152L, iodide quench fluorescence; stronger effect = lower value; B-score at 10 µM; 340,000 compounds, 0.3% hits; AID 623877;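 active = fluorescence-ratio B-score plate-corrected deviation score at least 3 library SD below zero, with starting fluorescence score within 5 deviations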;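 note: channel opened by trigger with iodide after compound preincubation; score built on the fluorescence ratio of max minus min over baseline; more negative score means more quench and so TMEM16A activation or potentiation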
MrgX1 ag: activates human MrgX1 receptor signaling | Q96LB2 | MrgX1-HEK293 cells, Fluo-4 calcium fluorescence, agonist mode; stronger effect = higher value | B-score at 10 µM | 310,000 compounds, 0.44% hits | AID 588627;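 active = calcium response B-score plate-corrected fluorescence ratio at least 3 library SD, with starting fluorescence B-score inside 5 SD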
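Test system: Stable human MrgX1 HEK293 cell line | Schedule: Overnight plating before 1 h dye loading | Read-out basis: Baseline-normalised fluorescence change ratio, B-scored | Detection: Kinetic calcium dye fluorescence, Fluo-4 NW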
ANO1 block: inhibitors of mouse TMEM16A calcium-activated chloride channel | Q8BHY3 | HEK293 TMEM16A/YFP iodide influx fluorescence, ionomycin | normalized B-score (activity score, 25-100; higher = stronger inhibition) at 10 µM | 310,000 compounds, 1.2% hits | AID 588511;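 active = ratio plate-corrected score three or more library SD toward inhibition, starting fluorescence score within five deviations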;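 note: score derived from kinetic fluorescence span divided by baseline fluorescence per well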
MrgX1 antagonist: human MrgX1 receptor antagonism, primary screen. Q96LB2. MRGX1-HEK293 calcium flux, Fluo-4, BAM8-22 antagonism; stronger effect = lower value. B-score at 10 µM. 310,000 compounds, 1.3% hits;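 active = calcium-response B-score plate-corrected more than 3 library SD below zero, starting fluorescence within 5 deviations, no agonist response on first addition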;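 note: peak minus trough fluorescence over baseline after final BAM8-22 challenge near maximal dose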
TRPC4 block: inhibitors of mouse TRPC4 channel; AID 2247; B-score at 10 µM; HEK293 TRPC4beta/mu-opioid, DAMGO-evoked Fluo4 calcium flux; stronger effect = lower value; 300,000 compounds, 0.39% hits; Q9QUQ5;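 active = B-score over 3 SD under the library average, no early fluorescence shift, positive overall ratio signal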
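Material: HEK293 cells with stable TRPC4beta plus mu-opioid receptor expression / Probe or stimulus: DAMGO in two steps, submaximal then maximal / Compound: single concentration per test compound / Technique: kinetic Fluo4 fluorescence imaging of calcium influx / Read-out: per-well B score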
RGS4 inh: inhibitors of human RGS4; B-score at 10 µM; 310,000 compounds, 0.45% hits; HEK293 M3R/RGS4 inducible, Fluo-4 calcium flux; stronger effect = higher value; triggered by carbachol at its EC20;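 active = B-score, a plate-corrected calcium signal, over three deviations above library mean, with baseline fluorescence within five deviations of library mean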;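 note: RGS4 expression induced by doxycycline in cells with stable M3 receptor; B-score is computed from the integrated fluorescence ratio over baseline after carbachol; higher B-score means a larger calcium signal and so more RGS4 inhibition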
Target sequence (P49798 whole entry, looked up): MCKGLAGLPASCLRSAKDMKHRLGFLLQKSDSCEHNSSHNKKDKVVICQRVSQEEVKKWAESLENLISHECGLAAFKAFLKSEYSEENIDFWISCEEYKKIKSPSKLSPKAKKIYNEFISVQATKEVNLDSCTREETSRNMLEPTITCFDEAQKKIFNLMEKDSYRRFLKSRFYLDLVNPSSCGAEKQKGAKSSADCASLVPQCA
TRPC4 agonist: activators of mouse TRPC4 channel; AID 2237; 310,000 compounds, 0.49% hits; HEK293 TRPC4beta/mu-opioid, Fluo4 calcium fluorescence; stronger effect = higher value; Q9QUQ5; B-score at 10 µM;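 active = B-score above 5 SD of library B-scores, and initial fluorescence ratio not above library mean plus 5 SD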;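 note: positive B-score marks a calcium rise read as TRPC4 activation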
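Material: TRPC4beta and mu-opioid receptor HEK293 stable cells | Incubation: 45 min room-temperature Fluo4 loading, 110 s read | Detection: Kinetic Fluo4 calcium fluorescence | Measure: Integrated baseline-normalised fluorescence ratio, converted to per-well B score | Benchmarks: Low control buffer alone, high control maximal DAMGO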
TRPC6 activator: mouse TRPC6 channel activation. HEK293-TRPC6 membrane potential dye fluorescence; stronger effect = higher value. B-score at 10 µM. 310,000 compounds, 0.13% hits. AID 2550;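 active = B-score of the integrated fluorescence ratio above library mean plus 3 SD, and starting fluorescence ratio within library mean plus 5 SD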;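 note: higher score means more depolarization so channel activation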
TRPC6 inhibitor: blocks the mouse TRPC6 cation channel; Q61143; HEK293-TRPC6, membrane potential dye, ACh-evoked depolarization; stronger effect = lower value; B-score at 10 µM; 310,000 compounds, 1.1% hits;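 active = B-score under library mean minus 3 SD, initial fluorescence not abnormally high, positive integrated signal ratio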;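 note: B-score derived from integrated fluorescence ratio over the kinetic read; more negative B-score means stronger inhibition of depolarization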
Starred values were filed as active, the others as inactive; i = inactive; / = not tested or not shown. Not a hit list; 5.8% or so of the library scored in one or more.

SMILES	MrgX1 allo act	TRPC4 PAM	ANO1 activ	MrgX1 ag	ANO1 block	MrgX1 antagonist	TRPC4 block	RGS4 inh	TRPC4 agonist	TRPC6 activator	TRPC6 inhibitor
CCCc1nc(Cl)c(C#N)c2c1CCCC2	i	i	i	i	i	i	i	i	i	i	i
CN(C)c1ccc(CN(C(=O)c2cccs2)C2CCS(=O)(=O)C2)cc1 (configuration not stated)	i	i	i	i	i	i	i	i	i	i	i
C=CCOc1ccccc1/C=N/NC(=O)Cc1ccccc1	i	i	i	i	i	i	i	i	i	i	i
CN1CCN(c2ccccc2NC(=O)c2cc(Br)ccc2Cl)CC1	i	i	i	i	i	i	i	i	i	i	i
Cc1ccc(/C=N/NC(=S)NCCc2ccccc2)s1	i	i	i	i	i	i	i	i	i	i	i
CCC(Oc1ccccc1)C(=O)Nc1ccccc1OC (configuration not stated)	i	i	i	i	i	i	i	i	i	i	i
O=C(CSc1nc2c(c(=O)n1-c1ccc(Cl)cc1)SCC2)Nc1nccs1	i	/	i	i	i	i	/	/	/	/	/
COC(=O)c1c(NC(=O)Cc2cccs2)sc2c1CCC(C)C2 (configuration not stated)	i	i	i	i	i	i	i	i	i	i	i
COCCn1c(/C=C/c2ccccc2)nc2ccccc21	i	i	i	i	i	i	i	i	i	i	i
Cc1ccc(CNc2ccc(N3CCOCC3)cc2)s1	i	i	i	i	i	i	i	i	i	i	i
COC(=O)COc1ccc2c(=O)c(Oc3ccccc3Br)coc2c1	i	i	i	i	i	i	i	i	i	i	i
O=C(COC(=O)/C=C/c1ccc(C(F)(F)F)cc1)NCC1CCCO1 (configuration not stated)	i	i	i	i	i	i	i	i	i	i	i
Cc1ccccc1-c1nnc(-c2cccs2)o1	i	i	i	i	i	i	i	i	i	i	i
Cc1ccc(-c2nn(CC(=O)NCC3CCCO3)c(=O)c3ccccc23)cc1 (configuration not stated)	i	i	i	i	i	i	i	i	i	i	i
CN(C)CCOC(=O)CCc1ccccc1	i	i	i	i	i	i	i	i	i	i	i
Cc1ccc(/C=N/NC(=O)c2nnn(-c3nonc3N)c2CSc2ccccc2)s1	i	i	i	i	i	i	i	i	i	i	i
CC(C)(C)NC(=O)NCCc1ccccc1	i	i	i	i	i	i	i	i	i	i	i
Cc1nnc(SCC(=O)Nc2c(Cl)cccc2Cl)[nH]c1=O	i	i	i	i	i	i	i	i	i	i	i
CC[C@H](C)[C@H](NS(=O)(=O)c1ccc(C)cc1)C(=O)N1CCC(C(=O)N[C@H](C(=O)O)C(C)C)CC1	i	i	i	i	i	i	i	i	i	i	i
Cc1cc(C)cc(Oc2ccc(NC(=O)C3CC=CCC3C(=O)O)cc2)c1 (configuration not stated)	i	i	i	i	i	i	i	i	i	i	i
O=C(Nc1nc(C2C3CC4CC(C3)CC2C4)cs1)c1cc2cc([N+](=O)[O-])ccc2oc1=O (configuration not stated)	i	i	i	i	i	i	i	i	i	i	i
Cc1cc(C)cc(N(CC(=O)NCc2ccccc2Cl)S(=O)(=O)c2c(C)[nH]c(=O)[nH]c2=O)c1	i	i	i	i	i	i	i	i	i	i	i
CCOC(=O)C1(Cc2cccc(OC)c2)CCN(Cc2cccc3cnccc23)CC1	i	i	i	i	i	i	i	i	i	i	i
COc1cc(-c2nnn(CC(=O)NCc3ccccc3)n2)cc(OC)c1OC	i	i	i	i	i	i	i	i	i	i	i
COC(=O)c1c(NC(=O)C(=O)NCCCN2CCOCC2)sc2c1CCCC2	i	i	i	i	i	i	i	i	i	i	i
Cc1cnc(C)c(N(C)NC(=S)Nc2ccccc2)n1	i	i	i	i	i	i	i	i	i	i	i
Cc1ccc2c(c1)cc(C(=O)NCc1ccccc1)n2C	i	i	i	i	i	i	i	i	i	i	i
CC(C)C(NC(=O)c1ccco1)C(=O)NCC(c1ccco1)N(C)C (configuration not stated)	i	i	i	i	i	i	i	i	i	i	i
CCc1nnc(NC(=O)CSc2nnc(-c3ccco3)n2CCOC)s1	i	i	i	i	i	i	i	i	i	i	i
CC(C)CC(=O)N1CCN(Cc2ccc3ccccc3c2)CC1	i	i	i	i	i	i	i	i	i	i	i
COc1ccc(-c2noc(-c3cc4ccccc4oc3=O)n2)cc1	i	i	/	i	i	i	i	i	i	i	i
Cn1cccc1/C=N/NC(=O)CSc1nc2ccccc2n1C	i	i	i	i	i	i	i	i	i	i	i
Cc1cc(C(=O)CC#N)c(C)n1CC(F)(F)F	i	i	i	i	i	i	i	i	i	i	i
COc1ccc(-n2c(Cc3cccn3C)nnc2SCC(=O)Nc2ccc(C)cc2C)cc1	i	i	i	i	i	i	i	i	i	i	i
O=C(Cn1nnc(-c2ccc3c(c2)OCO3)n1)NCc1ccccc1	i	i	i	i	i	i	i	i	i	i	i
COc1ccc(N2CC(C(=O)N[C@@H](CC(C)C)C(=O)NC3CCCCC3)CC2=O)cc1 (some centres not stated)	i	i	i	i	i	i	i	i	i	i	i
CCCCn1c(CCC(=O)O)nc2cc(S(=O)(=O)N(CC)CC)ccc21	i	i	i	i	i	i	i	i	i	i	i
CC1(C)CC(=O)C(c2c[nH]c3ccccc23)C(=O)C1	i	i	i	i	i	i	i	i	i	i	i
CS(=O)(=O)Nc1ccc2c(c1)C(=O)OC2	i	i	i	i	i	i	i	i	i	i	i
CCN=C1NN=C(c2c[nH]c3ccccc23)CS1	i	i	i	i	i	i	i	i	i	i	i
c1ccc(CNc2ccccn2)cc1	i	i	i	i	i	i	i	i	i	i	i
COc1ccc(CCN2C(=O)CSC2c2cccc([N+](=O)[O-])c2)cc1OC (configuration not stated)	i	i	i	i	i	i	i	i	i	i	i
CC(NC(=O)CSc1nc(=O)cc(N)n1-c1ccccc1)c1ccccc1 (configuration not stated)	i	i	i	i	i	i	i	i	i	i	i
COc1ccccc1-c1cc2nc(C)c(CCC(=O)NCc3ccc(F)cc3)c(C)n2n1	i	i	i	i	i	i	i	i	i	i	i
Cc1ccc(C(=O)N/C(=C\c2ccc(Cl)cc2)C(=O)NCC2CCCO2)cc1 (configuration not stated)	i	i	i	i	i	i	i	i	i	i	i
O=C(Cc1ccccc1)NCC(=O)OCc1ccc([N+](=O)[O-])cc1	i	i	i	i	i	i	i	i	i	i	i
COc1cccc(OCCNC(=O)CSc2ccc(C(F)(F)F)cc2[N+](=O)[O-])c1	i	i	i	i	i	i	i	i	i	i	i
Cc1ccc(NC(=O)CC(C)N2CCCC2)cc1 (configuration not stated)	i	i	i	i	i	i	i	i	i	i	i
COc1ccc(/C(C)=N/NS(=O)(=O)c2ccccc2)c(OC)c1	i	i	i	i	i	i	i	i	i	i	i
COc1ccc(N/C=C2\C(=O)CCc3c2oc2cc(Cl)c(O)c(Cl)c32)cc1	i	i	i	i	i	-4.99*	i	i	i	i	i

Quoted at random: 2 entries already listed, in no set order.
SMILES	MrgX1 allo act	TRPC4 PAM	ANO1 activ	MrgX1 ag	ANO1 block	MrgX1 antagonist	TRPC4 block	RGS4 inh	TRPC4 agonist	TRPC6 activator	TRPC6 inhibitor
CC(C)CC(=O)N1CCN(Cc2ccc3ccccc3c2)CC1	i	i	i	i	i	i	i	i	i	i	i
Cc1cnc(C)c(N(C)NC(=S)Nc2ccccc2)n1	i	i	i	i	i	i	i	i	i	i	i

Carrying on:
SMILES	MrgX1 allo act	TRPC4 PAM	ANO1 activ	MrgX1 ag	ANO1 block	MrgX1 antagonist	TRPC4 block	RGS4 inh	TRPC4 agonist	TRPC6 activator	TRPC6 inhibitor
COc1ccc(N2C(=O)c3ccccc3NC2c2ccc(OC)c(COc3ccccn3)c2)cc1 (configuration not stated)	i	i	i	i	i	i	i	i	i	i	i
COc1ccc2nc(C(F)(F)C(F)(F)F)c(C#N)c(N)c2c1	i	i	i	i	i	i	i	i	i	i	i
COc1ccc(NC(=O)CCN2C(=O)c3ccccc3S2(=O)=O)c(OC)c1	i	i	i	i	i	i	i	i	i	i	i
CC1(C)Cc2ccccc2-c2nc(CN3CCOCC3)[nH]c(=O)c21	i	i	i	i	i	i	i	i	i	i	i
CC1CC(C)(C)N(C(=O)NC2CCCCC2)c2ccccc21 (configuration not stated)	i	i	i	i	i	i	i	i	i	i	i
COC(=O)C1=C(C)N(CCc2ccccc2)C(=O)C1(NS(=O)(=O)c1ccc(NC(C)=O)cc1)C(F)(F)F (configuration not stated)	i	i	i	i	i	i	i	i	i	i	i
CC1CCCC(C)N1C(=O)CSc1nc(N)cc(N)n1 (configuration not stated)	i	i	i	i	i	i	i	i	i	i	i
Cc1ccc(NC(=O)C2CCN(S(=O)(=O)c3c(C)nn(C)c3C)CC2)c(Cl)c1	i	i	i	i	i	i	i	i	i	i	i
Cc1cccc(S(=O)(=O)Nc2nc3ccccc3nc2Nc2ccc3c(c2)OCO3)c1	i	i	i	i	25*	i	i	i	i	i	i
Cc1ccc(S(=O)(=O)CC(O)COc2ccc(F)cc2Cl)cc1 (configuration not stated)	i	i	i	i	i	i	i	i	i	i	i
COc1ccc(Br)cc1/C=C1\Oc2ccccc2NC1=O	i	i	i	i	i	i	i	i	i	i	i
O=[N+]([O-])c1cc(C(F)(F)F)ccc1N1CCN(S(=O)(=O)c2ccc3ccccc3c2)CC1	i	i	i	i	i	i	i	i	i	i	i
Cc1cc(C(=O)N/N=C/c2cccc(OC(=O)c3cccc(Br)c3)c2)n[nH]1	i	i	i	i	i	i	i	i	i	i	i
Cc1cnc(C)c(N2CCN(C(=O)C3CCC(=O)N(CCc4cccc(F)c4)C3)CC2)n1 (configuration not stated)	i	i	i	i	i	i	i	i	i	i	i
CS(=O)(=O)N(CC(=O)NC1CC2CCC1C2)c1ccc(Oc2ccccc2)cc1 (configuration not stated)	i	i	i	i	i	i	i	i	i	i	i
C=CCc1cccc(/C=N/NC(=O)c2ccccc2OC)c1O	i	i	i	i	i	i	i	i	i	i	i
